Compound activity (PubChem)
XIAP displacement: XIAP antagonists, biochemical, IAP family, fluorescence polarization (AID 1018); XIAP BIR domain, fluorescence polarization peptide displacement; higher % means a stronger effect; one-dose displacement, % at 20 µM; IC50 in µM for titrated hits; 0.007% of 200,000 active; in the data active = displacement above about 50%; also: a part of the inactive calls stands beside numbers as strong as those of hits
WT yeast gro inh: growth inhibition of WT yeast, mitochondrial fusion screen | inhibition, % at 10 µM | 2.1% of 190,000 active | mitochondrial fusion phenotypic screen, WT strain; in the data active = inhibition above about 58%; tested in S. cerevisiae
K1F lysis inhibition: protection from phage-mediated lysis, alamar blue read-out – E. coli UTI89, K1F phage, bacterial capsule biogenesis inhibitors (AID 488966) | 0.02% of 340,000 active | E. coli UTI89 K1F phage lysis, alamar blue, 2 h; higher % means a stronger effect | inhibition, % at 100 µM; hits with a dose series show IC50 in µM;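 active = phage lysis inhibition, versus mean bacterial control, above a set limit; inconclusive = no clear call, values can overlap the other calls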;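 also: capsule biogenesis inhibitors block K1F phage lysis so surviving cells raise fluorescence; higher fluorescence means more inhibition of phage lysis; actives were called in the ten point dose series up to 300 µM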
West Nile virus CPE: inhibition of WNV-induced cytopathic effect – cell-based, CPE readout (AID 1621); West Nile virus-infected cells, CPE inhibition; higher % means a stronger effect; 0.02% of 290,000 active; CPE inhibition, % at 10 µM; hits with a dose series show IC50 in µM; in the data active = a potency from the dose series; inconclusive = CPE inhibition mostly from about 3.7% at the one dose, without a potency; inactive = the rest, 99 in 100 with CPE inhibition below about 2.2%; also: strong numbers were not always called active
Yfh1-depleted yeast: enhancers of respiration in Yfh1-depleted yeast, dose response, Friedreich's ataxia, plus single-dose screen (AID 1465) | S. cerevisiae Yfh1-off respiration, WST-1 reduction, 72 h; higher fold induction means a stronger effect | fold induction at 50 µM, or EC50 in µM where a hit was titrated | 0.074% of 220,000 active;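 active = fold induction of absorbance versus untreated yeast above a set limit, then at least 30% activation at any dose in follow-up; inconclusive = repeats straddling the limit, or above it without dose testing; inactive = fold induction below the set limit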;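 also: activators that raise dye reduction in frataxin-depleted yeast; strong numbers were not always called active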
RSV CPE inhibition: inhibition of RSV-induced cytopathic effect – HEp-2 cells, primary 10 µM value included (AID 2391); HEp-2 cells, RSV-induced CPE inhibition; higher % means a stronger effect; one-dose CPE inhibition, % at 10 µM; IC50 in µM for titrated hits; 0.13% of 310,000 active; in the data active = a potency from the dose series; inconclusive = CPE inhibition mostly from about 23% at the one dose, without a potency; inactive = the rest, 99 in 100 with CPE inhibition below about 21%; also: strong numbers were not always called active
NS5 inhibitors: Dengue-2 NS5 methyltransferase inhibitors, primary screen, biochemical, confirmation dose response (AID 588689) | Dengue-2 NS5 methyltransferase capping enzyme assay, biochemical; higher % means a stronger effect | inhibition, % at 25 µM; hits with a dose series show IC50 in µM | 0.3% of 340,000 active; in the data active = a potency from the dose series; inconclusive = inhibition above about 29% without an active follow-up result
CSM14.1 death rescue: protection against thapsigargin-triggered cell killing – 384-well, CSM14.1, ATP luminescence, primary screen (AID 1222); 190,000 tested, under 10 active; cellular ATP content (survival), % at 20 µM, or EC50 in µM where a hit was titrated; CSM14.1 thapsigargin-induced death rescue, ATP luminescence; higher % means a stronger effect;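 active = EC50 below 50 µM in the dose-response confirmation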;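 also: death triggered by thapsigargin at about 15 µM added after 2 h compound pretreatment; cell ATP read after overnight thapsigargin exposure of roughly 18 to 22 hours; normalized against plate controls of thapsigargin alone and 5% DMSO vehicle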
SV40 large T antigen: SV40 large T antigen inhibitors, biochemical (AID 1903) | SV40 large T antigen ATPase/helicase inhibition assay; higher % means a stronger effect | inhibition, % at 20 µM; hits with a dose series show IC50 in µM | 0.39% of 310,000 active; in the data active = a potency from the dose series; inconclusive = inhibition mostly from about 32% at the one dose, without a potency; inactive = the rest, 99 in 100 with inhibition below about 32%; also: strong numbers were not always called active
WT yeast gro inh mutant strain: also measured in WT yeast gro inh; calls as there; inhibition, %; mitochondrial fusion phenotypic screen, mutant strain inhibition
NS5 inhibitors pilot replicate: recorded beside NS5 inhibitors, whose call it bears; inhibition, %; measured here: pilot screen replicate inhibition
Numbers without * were called inactive; i = inactive; u = inconclusive; x = not tested or not shown; [ ] = dose if it differs, or a comment.

SMILES	XIAP displacement	WT yeast gro inh	WT yeast gro inh mutant strain	K1F lysis inhibition	West Nile virus CPE	Yfh1-depleted yeast	RSV CPE inhibition	NS5 inhibitors	CSM14.1 death rescue	SV40 large T antigen	others
O=C(NC(=S)NC1CCS(=O)(=O)C1)c1ccccc1Br (stereo not drawn)	x	x	x	0.0%	0.0%	x	-0.2%	-2%	x	0%
O=C(NC1(C(F)(F)F)NC(=O)N(Cc2cccnc2)C1=O)c1ccncc1 (stereo not drawn)	-3.9%	4	31	0.4%	0.4%	i	-0.7%	-5%	0.2%	-7%
CC1(OC(=O)c2cccs2)C(=O)C=C2C=C3CCCN3C=C2C1=O (stereo not drawn)	x	x	x	0.2%	0.2%	i	1.4%	8%	x	u
CCC(CC)C(=O)NN(C(=O)c1ccncc1)C1CC(=O)N(c2ccccc2)C1=O (stereo not drawn)	x	x	x	0.7%	0.0%	i	1.4%	0%	x	2%
CCOC(=O)COc1cccc(C2NC(=O)c3ccccc3O2)c1 (stereo not drawn)	x	x	x	-0.1%	-0.4%	x	1.8%	-4%	x	9%	NS5 inhibitors pilot replicate=0.9
CCOc1ccc(S(=O)(=O)N2CCN(c3ncccn3)CC2)cc1	x	x	x	0.0%	-0.8%	x	0.1%	-3%	x	-1%
CCCC(=O)NC(c1ccc(Cl)cc1Cl)c1ccc2cccnc2c1O (stereo not drawn)	x	x	x	0.4%	u	x	3.1%	6%	x	3%	NS5 inhibitors pilot replicate=0.9
N/C(=N\OC(=O)c1cccc(Br)c1)c1ccc([N+](=O)[O-])cc1	x	x	x	0.4%	0.6%	x	1.5%	-6%	x	9%
Clc1cccc(N/N=C/c2ccc(N3CCOCC3)cc2)c1	-2.3%	10	51	0.1%	0.2%	i	11%	-3%	0.0%	6%
COc1ccc(CSc2nnc(C)s2)cc1F	4.4%	-5	0	0.3%	-0.2%	i	2.7%	-7%	-1.1%	4%
CCNc1nc(-c2cc(C)n(Cc3ccco3)c2C)cs1	-3.6%	-2	-2	0.0%	0.0%	i	3.8%	u	-0.8%	7%
O=C(c1cc2cc(Cl)cc(Cl)c2oc1=O)N1CCOCC1	-4.9%	-20	-10	0.3%	0.2%	i	2.2%	5%	-1.5%	1%
CCCCCN(C(=O)CCC(=O)OCC(=O)c1ccc(CCC)cc1)c1c(N)n(CCCC)c(=O)[nH]c1=O	x	x	x	1.1%[50 µM]	x	x	0.2%	-1%	x	2%
Cc1[nH]nc(SCC(=O)NCc2ccccc2)c1[N+](=O)[O-]	-5.8%	-10	-22	2.3%[50 µM]	0.2%	i	0.3%	-1%	-2.1%	-3%
CC(C)(C(=O)c1ccccc1)/[N+]([O-])=C/c1ccccc1	x	x	x	-1.1%	0.9%	i	-0.7%	-3%	x	x
O=C(CSc1nnc(CNC(=O)c2ccco2)o1)Nc1ccc(F)cc1	x	x	x	0.2%	-0.3%	x	0.8%	1%	x	2%
CN(C(=O)CSc1nc2ccc(Br)cc2c(=O)n1Cc1ccco1)C1CCS(=O)(=O)C1 (stereo not drawn)	x	x	x	-0.1%	-0.4%	i	u	0%	x	17%
Cc1noc(C)c1CSc1nc2cc(S(=O)(=O)N3CCOCC3)ccc2o1	-7.5%	-43	-29	0.0%	-0.1%	i	1.0%	-13%	-1.2%	22%
O=C1CC(c2ccccc2F)C2=C(COC2=O)N1 (stereo not drawn)	-8.6%	7	-2	x	0.0%	i	0.5%	x	-1.5%	-1%
O/N=C\c1cccn1-c1ccc(Br)cc1	-9.2%	7	-62	1.1%[50 µM]	-0.3%	i	2.7%	-15%	-2.7%	24%
CC(C)COC(=O)Cn1cnc2ccc(Br)cc2c1=O	-1.3%	-2	-16	-0.8%	x	x	1.4%	-2%	-3.0%	6%
Cc1cc(C)n(CC(=O)NNC(=O)CCCOc2ccc(Cl)c(C)c2)n1	x	x	x	1.2%[50 µM]	-0.7%	x	8.2%	3%	x	5%
COc1ccc(S(=O)(=O)N2CCC(C(=O)NCCC(=O)Nc3cccc(OC)c3)CC2)cc1	x	x	x	0.3%	-0.6%	x	-0.4%	0%	x	4%
Cc1nc2cc(F)ccc2n1C1CCN(C(=O)c2ccc(F)cc2F)CC1	-5.8%	-9	14	0.0%	-1.0%	i	3.0%	-11%	-0.5%	11%
COc1ccc(-c2c(C#Cc3ccsc3)c3ccccc3n2C)cc1	x	x	x	0.4%	-0.7%	x	19%	1%	x	22%
CN(CC(=O)N1CCN(c2cccc(Cl)c2)CC1)S(=O)(=O)c1cnc[nH]1	3.0%	1	-13	1.6%[50 µM]	-0.3%	i	0.8%	-6%	-3.3%	8%
CC12CCC(=O)N1C(C(=O)N1CCN(S(=O)(=O)c3ccccc3F)CC1)CS2 (stereo not drawn)	x	x	x	0.6%[50 µM]	x	x	1.1%	3%	x	7%
CCCCN(C(=O)C1CCC1)c1c(N)n(CC(C)C)c(=O)[nH]c1=O	x	x	x	0.8%[50 µM]	x	x	-0.1%	4%	x	-3%
COc1ccc(C(=O)NCc2cccnc2)cc1S(=O)(=O)N1CCOCC1	-3.7%	-16	-2	2.2%	0.1%	i	0.6%	-4%	-2.5%	2%
COc1ccc(Cl)cc1-c1n[nH]c(=S)n1Cc1ccccc1	x	x	x	-2.2%	-0.2%	x	3.3%	-1%	x	25%
COc1ccc(N=c2cc(-c3ccc(OC)cc3)oc3ccccc23)cc1	-7.5%	76*	76*	1.8%[50 µM]	-0.7%	i	14%	-9%	-2.2%	4%
NS(=O)(=O)c1ccc(NC(=S)NC2CCCCC2)cc1	-4.0%	2	-6	-0.2%	0.9%	i	1.4%	2%	0.9%	-4%
CCN(CC(=O)Nc1c(F)cccc1F)C(=O)C1CC1C (stereo not drawn)	x	x	x	0.5%[50 µM]	x	x	-0.6%	7%	x	12%
COc1cc(C(=O)Nc2ccccc2C2COC(=O)C2=N)cc(OC)c1OC (stereo not drawn)	2.7%	13	2	0.3%[50 µM]	0.2%	i	0.0%	-1%	-1.2%	11%
CC(C)CC(=O)Nc1nnc(CSCc2ccc(F)cc2)s1	x	x	x	-0.3%	-0.6%	i	13%	-2%	x	8%
COCCNC(=O)CN1C(=O)NC2(CCCCCC2)C1=O	-4.1%	-2	5	1.1%	0.6%	i	-0.8%	1%	-0.4%	-3%
CC1CN(C(=O)Nc2ccc(Br)cc2Cl)CC(C)O1 (stereo not drawn)	-5.6%	-2	0	0.0%	-0.5%	i	1.2%	0%	0.4%	4%
CC(=O)[C@@H]1[C@@H](C(=O)c2ccc(F)cc2)[C@]2(C(=O)Nc3ccccc32)[C@H]2C=Cc3cc(F)ccc3N12	x	x	x	0.4%	0.1%	i	4.9%	-2%	x	10%
COc1ccc(CC(=O)NNC(=O)CCc2ccccc2)cc1OC	-8.8%	-3	-1	0.4%	0.8%	i	-0.1%	-3%	-1.9%	4%
CC(Sc1nc(N2CCOCC2)c2c(c1C#N)CC(C)(C)OC2)C(=O)Nc1ccccc1 (stereo not drawn)	-5.9%	40	9	0.1%	1.8%	i	x	-5%	-1.2%	12%
COc1cccc(NC(=O)CN2CCN(c3nc(-c4cccc(OC)c4)cs3)CC2)c1	-2.5%	33	2	0.6%	-0.2%	i	u	-7%	-1.3%	-9%
Cc1cc2cc(CNC(=O)C3CC3)ccc2n1C	-2.0%	-14	14	0.3%	-0.5%	i	2.4%	21%	-1.6%	4%
Cc1cc(C)c(NC(=O)NC2CCCCC2)c(C)c1	-2.0%	3	-21	6.0%	-0.6%	i	0.7%	-4%	-3.0%	5%
COc1ccc(NC(=O)C2CSC3c4ccccc4C(=O)N23)cc1 (stereo not drawn)	-2.0%	-11	5	0.0%	1.2%	i	0.3%	-4%	-2.0%	-6%
NC(=O)CC(NC(=O)c1cccc(Br)c1)c1ccc(N2CCN(c3ccccn3)CC2)c([N+](=O)[O-])c1 (stereo not drawn)	x	x	x	-0.5%	-0.3%	x	-0.3%	-2%	x	10%

Continued; it opens with the 2 that closed the last part.
SMILES	XIAP displacement	WT yeast gro inh	WT yeast gro inh mutant strain	K1F lysis inhibition	West Nile virus CPE	Yfh1-depleted yeast	RSV CPE inhibition	NS5 inhibitors	CSM14.1 death rescue	SV40 large T antigen	others
COc1ccc(NC(=O)C2CSC3c4ccccc4C(=O)N23)cc1 (stereo not drawn)	-2.0%	-11	5	0.0%	1.2%	i	0.3%	-4%	-2.0%	-6%
NC(=O)CC(NC(=O)c1cccc(Br)c1)c1ccc(N2CCN(c3ccccn3)CC2)c([N+](=O)[O-])c1 (stereo not drawn)	x	x	x	-0.5%	-0.3%	x	-0.3%	-2%	x	10%
COc1ccc(-c2nc3ccccc3nc2-c2ccc(OC)cc2)cc1	x	x	x	1.5%	-0.1%	x	8.3%	-3%	x	13%
COCCNC(=O)COC(=O)/C=C/c1cnc2ccccc2n1	-6.5%	-4	-11	5.6%	0.0%	i	0.1%	0%	-0.6%	3%
O=C1CC2(CCN(C(=O)c3cccc([N+](=O)[O-])c3)CC2)Oc2ccccc21	x	x	x	0.9%[50 µM]	x	x	1.1%	-11%	x	23%
O=c1[nH]c(SCc2ccccc2)nc2c1sc1ccccc12	-6.8%	-5	-1	3.0%	0.6%	i	2.3%	-2%	-1.9%	1%
COc1ccc2oc(C(=O)OCC(=O)NCCN3C(=O)CSC3=O)c(C)c2c1	-7.2%	-8	-7	2.0%[50 µM]	-0.3%	i	1.4%	2%	-0.3%	0%
Cc1ccc(/C=C/C2=NN(C)C(=O)CC2)cc1	-2.4%	14	5	-3.0%	-0.7%	i	14%	-1%	-2.4%	0%
O=C(O)C1CCC(=O)N1Cc1ccc(F)cc1 (stereo not drawn)	-21%	0	19	-0.6%	-0.3%	i	0.3%	1%	4.0%	1%
CCOC(=O)c1c(-c2ccc(C)cc2)csc1NC(=O)C1CCCO1 (stereo not drawn)	-4.8%	58*	6.3*	-0.4%[50 µM]	-1.1%	i	20%	-2%	-1.0%	10%
O=C(c1nnc(-c2ccncc2)o1)c1ccccc1Cl	0.7%	3	-10	1.0%	-0.1%	i	-0.5%	-2%	-0.2%	-3%
CN1CCN(c2ccc(CNC(=O)c3ccco3)cc2)CC1	x	x	x	4.9%	-0.3%	i	x	-9%	x	9%
CCOC(=O)c1cc2cc(-c3c(C(=O)OCC)oc4cc(O)cc(O)c4c3=O)ccc2o1	-12%	-4	-40	0.5%	0.0%	i	4.4%	1%	1.0%	-2%
CC(C)(C)C1=Nn2c(nnc2C2CCCCC2)SC1	-5.9%	17	-10	1.2%	0.1%	i	1.3%	-1%	-2.3%	27%
Cc1ccc(NC(=O)Nc2cccnc2)cc1	x	x	x	0.2%	-0.5%	x	2.1%	-20%	x	5%
